hcGAS inh = human cGAS inhibition | recombinant h-cGAS, ATP depletion, Kinase-Glo luminescence | actives 0.081% (n = 290,000) | inhibition, % at 12.5 µM | Q8N884;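 note: 0% = vehicle reaction and 100% = reaction without DNA for no activity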
Target sequence (Q8N884 whole entry, looked up): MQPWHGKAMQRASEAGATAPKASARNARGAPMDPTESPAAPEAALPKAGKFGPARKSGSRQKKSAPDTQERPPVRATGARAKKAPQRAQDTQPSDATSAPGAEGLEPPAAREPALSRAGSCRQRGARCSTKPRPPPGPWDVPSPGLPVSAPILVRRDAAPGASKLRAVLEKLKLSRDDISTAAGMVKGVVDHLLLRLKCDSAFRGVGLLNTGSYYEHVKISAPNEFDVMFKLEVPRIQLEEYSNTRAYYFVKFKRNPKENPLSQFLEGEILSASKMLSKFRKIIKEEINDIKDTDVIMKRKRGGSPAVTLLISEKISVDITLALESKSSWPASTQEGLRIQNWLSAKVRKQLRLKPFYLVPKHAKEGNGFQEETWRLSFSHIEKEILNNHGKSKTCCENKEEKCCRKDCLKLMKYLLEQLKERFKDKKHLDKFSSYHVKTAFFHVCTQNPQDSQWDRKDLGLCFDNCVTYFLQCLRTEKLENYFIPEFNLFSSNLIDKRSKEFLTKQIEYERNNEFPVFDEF
NPYLR7 agonist = activates Aedes aegypti NPYLR7 receptor | HEK293T NPYLR7/Galpha15, GCaMP6s calcium fluorescence | actives 0.15% (n = 270,000) | activation, % at 10 µM | AID 1259423; in the data active = activation above about 40%;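 note: 0% = vehicle and 100% = reference agonist at the receptor; some compounds past the cut are filed as inactive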
mcGAS lum = mouse cGAS inhibition by luminescence; Q8C6L5; recombinant cGAS, Kinase-Glo ATP depletion luminescence; inhibition, % at 12.5 µM; actives 0.15% (n = 160,000);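 note: 0% = negative control wells and 100% = reference inhibitor with no enzyme activity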
* = called active by the depositor; x = not tested or not shown; & = joins results of further samples. Cut-off read from the data, not from the text of the source, unless noted: active = inhibition above about 40%; inactive = the rest.

entry	Molecule	mcGAS lum	hcGAS inh	NPYLR7 agonist
1	O=C(c1cccc(Cl)c1)N1CCc2ccccc2C1c1ccc(F)cc1 (configuration not stated)	-3	-9	23
2	COCCN1CCC(CN(C)C(=O)c2cc(C(C)(C)C)[nH]c(=O)n2)CC1	-5	-10	x
3	Cc1nc(N=Nc2cc(S(=O)(=O)O)c3cc([N+](=O)[O-])cc(S(=O)(=O)O)c3c2)c(COP(=O)(O)O)c(C=O)c1O	17	31	3
4	Cc1ccccc1-n1ncc2c(C(C)C)nn(CC(=O)N3CCc4ccccc43)c(=O)c21	x	-5	8
5	Cn1c(=O)n(C)c2cc(CNC(=O)C(=O)c3ccco3)ccc21	-10	-7	8
6	COc1ccc(-c2cc(C(=O)NCCN(C)C)n(-c3ccc(F)cc3)n2)c(OC)c1	-6	-10	-2
7	COc1ccc(OC(F)(F)F)cc1CC1(C)C(=O)Nc2c(Cl)cccc21 (configuration not stated)	-3	1	2
8	O=C(COc1ccccc1)NCCCn1nc(-c2cccs2)ccc1=O	x	1	-4
9	COC(C)(C)CC(C)NCC(=O)Nc1ccc(F)cc1C (configuration not stated)	-8	-6	11
10	COCC1(C(=O)N(C)Cc2ncc(C)c(OC)c2C)CCC1	-2	-1	-8
11	CC(C)n1c2ccccc2c2nc3ccccc3nc21	-2	-6	3
12	Cc1nc(-c2ccccc2)n(CN2CCCCC2C2OCCO2)n1 (configuration not stated)	x	7	-13
13	CCOc1ccc(Cl)cc1CSc1nncn1N	-7	-20	-1
14	CCOc1ccc(-n2nnc(C(=O)Nc3cc(C)on3)c2C)cc1	-9	-9	-2
15	O=C1NCCCC1NS(=O)(=O)NCc1ccccc1 (configuration not stated)	x	-3	6
16	Cc1nc2ccccc2nc1N1CCN(C(=O)CCC2CCCC2)CC1	x	-4	21
17	CN(C)c1ccc(C(=O)N2CCN(C(=O)C3CCS(=O)(=O)C3)CC2)cn1 (configuration not stated)	x	-9	0
18	ClCC1CNC(c2ccc(Cl)cc2)O1 (configuration not stated)	x	11	-2
19	CC(=O)NCc1cn2ccsc2n1	x	-7	2
20	COc1ccc(-c2cn3nc(SCC(=O)Nc4nc5ccccc5s4)ccc3n2)cc1	x	-4	15
21	COc1ccc(CC2(CO)CCN(C(=O)c3ccc4c(c3)OCO4)CC2)cc1	-15	-2	13
22	CC(C)CNC(=O)CCN(c1nc(C2CC2)nc2cc(Cl)ccc12)C(C)C	-4	-6	21
23	O=C(/C=C/c1ccccn1)Nc1cccc(Oc2ccncc2)c1	x	3	1
24	O=C(O)c1cnc2c(c1)c(C1CC1)nn2-c1ccccc1	x	-10	-2
25	COc1ccc(-n2nc(-c3cccc(OC)c3)cc2C(=O)NC(c2ccccc2)c2ccccc2)cc1	-5	-12	0

Quoted at random: seven compounds from above
entry	Molecule	mcGAS lum	hcGAS inh	NPYLR7 agonist
16	Cc1nc2ccccc2nc1N1CCN(C(=O)CCC2CCCC2)CC1	x	-4	21
14	CCOc1ccc(-n2nnc(C(=O)Nc3cc(C)on3)c2C)cc1	-9	-9	-2
10	COCC1(C(=O)N(C)Cc2ncc(C)c(OC)c2C)CCC1	-2	-1	-8
2	COCCN1CCC(CN(C)C(=O)c2cc(C(C)(C)C)[nH]c(=O)n2)CC1	-5	-10	x
23	O=C(/C=C/c1ccccn1)Nc1cccc(Oc2ccncc2)c1	x	3	1
12	Cc1nc(-c2ccccc2)n(CN2CCCCC2C2OCCO2)n1 (configuration not stated)	x	7	-13
15	O=C1NCCCC1NS(=O)(=O)NCc1ccccc1 (configuration not stated)	x	-3	6

Later entries:
entry	Molecule	mcGAS lum	hcGAS inh	NPYLR7 agonist
26	CCN(CC)CCNc1nc(C23CC4CC(CC(C4)C2)C3)cs1	x	-4	1
27	COc1cc(C2Nc3ccccc3-c3nnc(SC)nc3O2)cc(OC)c1O (configuration not stated)	-3	1	-5
28	Cc1cccc(C2(C(=O)OCc3cc(=O)n(C)c(=O)n3C)CC2)c1	x	-4	2
29	COCCC1(C(=O)O)CCCN(S(=O)(=O)N2CCCC2)C1 (configuration not stated)	-2	-5	x
30	O=C(NCCCl)N1CCn2cccc2C1c1ccc(F)c(F)c1 (configuration not stated)	x	0	14
31	CCOC(=O)c1c(C)nc2n(Cc3ccccc3)c3ccccc3n12	x	-2	-10
32	CSc1ccc(C=C(C#N)S(=O)(=O)c2ccc(Br)cc2)cc1	x	-6	15
33	Cc1ccc(NC(=O)CSc2nccn3nc(-c4ccccc4)cc23)cc1Cl	-8	-7	2
34	O=C(Cn1c2c(c(=O)n3ncnc13)CCCC2)c1ccc(Br)cc1	x	-9	2
35	Cc1n[nH]c(=O)c(C(=O)Nc2cc(Cl)c(Cl)cn2)c1C	x	-7	-1
36	Cn1c(CCC(=O)Nc2ccc(F)cc2)nc2ccccc2c1=O	-7	-8	4
37	COc1ccc(OC)c(N2CCN(C(=O)C(C)C)C(C)C2=O)c1 (configuration not stated)	x	0	-2
38	COc1ccc(NC(=O)c2ccc3c(c2)CCCC3)c(OC)c1	x	-5	-7
39	COc1cccc(CNC(=O)CCC2CCCN(Cc3cc4ccccc4s3)C2)c1 (configuration not stated)	-1	-2	4
40	COc1ccc(C(=O)N2CCN(CC(C)(C)CN3CCCC3)CC2)cc1	x	-2	7
41	Cc1c(Cl)c(C(F)(F)F)nn1CC(=O)Nc1ccc(Cl)cc1Cl	-5	-2	1
42	O=C(c1ccccc1F)N(Cc1ccccc1OS(=O)(=O)c1ccc(F)cc1)CC1CCCO1 (configuration not stated)	-8	-4	10
43	COc1cc(CSc2nc(CC(=O)NCc3ccc(Cl)cc3)cs2)cc(OC)c1	-6	-5	x
44	COc1cccc(-n2c(=O)[nH]c3c(C(N)=O)nc(-c4ccccc4)nc32)c1	x	-8	15
45	O=C(NC(C(=O)N1CCCC1)C1CCN(C(=O)CCc2ccccc2)CC1)c1ccc2c(c1)OCO2 (configuration not stated)	-7	-5	9
46	O=C(c1cccc(F)c1)N(Cc1nccn1Cc1ccccc1C(F)(F)F)CC1CCCO1 (configuration not stated)	-5	-6	6
47	Cc1cc(-n2cnnc2Cc2cccnc2)n(C)n1	x	-4	-1
48	CN(Cc1ccccc1Br)C(=O)Nc1ccccc1N1CCCC1=O	x	-7	6
49	Cc1oc(-c2cccs2)nc1CN(CC1CC1)CC1CCCO1 (configuration not stated)	x	-7	6
50	O=C(c1ccc(-c2cccc(F)c2)nc1)N1CC[C@H](CO)[C@@H](O)C1	x	-4	-2

Looked up above.
Entry of entry 29 in hcGAS inh: -5
Entry of entry 41 in hcGAS inh: -2
Entry of entry 28 in NPYLR7 agonist: 2
Entry of entry 43 in hcGAS inh: -5

(listing goes on)
entry	Molecule	mcGAS lum	hcGAS inh	NPYLR7 agonist
51	CCOc1cc(Nc2ccc(NC(=O)Nc3ccccc3OC)cc2)nc(C)n1	-7	-9	9
52	COc1cncc(-c2ccc3nnc(-c4cccc(OC(F)(F)F)c4)n3c2)c1	-6	-5	14
53	CCc1nc(CN2CCC3(CCCO3)CCC2=O)cs1 (configuration not stated)	x	-8	4
54	CN1CC2(CCN(Cc3ccc(C(F)(F)F)c(F)c3)C2)OC1=O (configuration not stated)	-11	-6	3
55	O=C(c1cccc2cccnc12)N(Cc1ccsc1)CC1CCCO1 (configuration not stated)	-13	-2	5
56	CCN(Cc1ccc(O)cc1)C(=O)Nc1ccncc1	x	-7	4
57	O=C(CC1CSc2nccc(=O)n21)N1CCOCC1 (configuration not stated)	x	-1	-1
58	COC(=O)CC1C(=O)NCCN1C(=O)c1nc2ccccc2s1 (configuration not stated)	x	-10	14
59	O=C(c1ccc(CSCc2ccccc2Cl)cc1)N1C2CCC1CC(Oc1ccc(F)cc1F)C2 (configuration not stated)	-8	-15	7
60	COC(=O)Cn1c(=NC(=O)c2ccc3ncsc3c2)sc2cc(C(=O)OC)ccc21	x	1	1
61	CCOC(=O)C1(CCOc2ccccc2)CCN(C(=O)c2n[nH]c3c2CCCC3)CC1	-9	-6	12
62	CCOC(=O)C1(CCc2ccccc2)CCN(C(=O)c2cnn3cccnc23)CC1	-2	-6&-3	22&-1
63	Cc1sc2ncnc(NCCCO)c2c1C	x	-2	2
64	Cc1c(C2Nc3ccccc3C(=O)N2CC(C)C)cc(C#N)n1C (configuration not stated)	x	-6	1
65	Cc1ccc(-n2ncc3c(=O)[nH]c(SCC(=O)NC(C)C)nc32)cc1	x	-4	2
66	OCCC1CN(Cc2ccc(OC(F)F)cc2)CCN1C1CCCC1 (configuration not stated)	x	-8	5
67	CN(C)c1cccc(C(=O)N2CCC(n3c(-c4ccccc4)nc4ccc(F)cc43)CC2)c1	-1	0	23
68	COc1ccc(C2Oc3ccccc3C=C2[N+](=O)[O-])cc1OC (configuration not stated)	x	3	21
69	O=C(Nc1ccc2c(c1)OCCO2)c1cn2ccccc2n1	-15	-40	4
70	CC1(Cc2ccc(C(F)(F)F)nc2)C(=O)Nc2ccc(-c3ccc(F)cc3)cc21 (configuration not stated)	0	-2	1
71	Cc1[nH]cnc1CN1CCC2(CC1)Nc1ccccc1C(=O)N2OCc1ccccc1	x	-7	0
72	Cc1ccccc1C(C)NC(=O)CSCC1CC1(Cl)Cl (configuration not stated)	x	-8	9
73	CC[C@@H]1OC(=O)N2C3CCC(O)(CC3)[C@H]12	-10	-1	36
74	Cc1ccccc1CSCc1csc(-c2c(F)cccc2F)n1	-5	-6	3
75	O=C1CC(C(F)(F)C(F)(F)C(F)(F)F)=Nc2ccccc2N1	-5	-8	2

entry	Molecule	mcGAS lum	hcGAS inh	NPYLR7 agonist
76	Cc1nc(CC(=O)NCc2scnc2-c2ccccc2)cs1	-12	-9	x
77	COc1ccc(/C=C/C2Nc3ccccc3C(=O)N2Cc2ccccc2)cc1 (configuration not stated)	-2	2	1
78	COc1ccc(NC(=O)CN2CC3=C(C2=O)C(c2ccc(C)cc2)NC(=O)N3C)cc1 (configuration not stated)	-4	-7	-1
79	COCC(=O)Nc1ccc(N2CCN(C(=O)c3ccccn3)CC2)nc1	-3	-1	-4
80	CCCC(=O)OCC(O)CNC(c1nc(-c2cc(OC)c(OC)c(OC)c2)no1)C(C)C (configuration not stated)	-4	1	x
81	CC(C)OC(=O)NN(C(=O)OC(C)C)[C@@H]1C=C(C(=O)N[C@H](C)C(N)=O)C[C@@H](O)[C@H]1O	-7	-7	-8
82	Cc1noc(-c2cccnc2)c1C(=O)NCCC1(C)OCCO1	-1	4	-3
83	COc1ccc(C(=O)NC2(C(F)(F)F)C(=O)NC(C)=C2C#N)c(OC)c1OC (configuration not stated)	x	-11	2
84	O=C(Nc1ccc(SCC(=O)N2CCCC2)nn1)C1CC1	x	1	-1
85	CCONC(=O)C1CCN(S(=O)(=O)c2ccc(F)cc2)CC1	-10	-5	8
86	CCN(CC)c1ccc(NC(=O)N2CCC2c2ccccc2)cn1 (configuration not stated)	x	-7	-11
87	CC(Sc1ccc(Cl)cc1)C(=O)N1CCC1 (configuration not stated)	x	2	0
88	Cc1ccc(C(NC(=O)Nc2nccs2)C(C)(C)C)o1 (configuration not stated)	x	3&-15	-6
89	COc1ccc(Nc2[nH]nc(NC(=O)CC3CC4CCC3C4)c2C#N)cc1 (configuration not stated)	x	-4	2
90	CCN(Cc1cccc(C)c1)CN1C(=O)NC2(CCSCC2)C1=O	-16	-9	15
91	CC(=O)Nc1ccc(Cl)c(C(=O)N(C)CCCN2CCCCCC2)c1	-19	-6	9
92	CC(C(=O)NC12CC3CC(CC(C3)C1)C2)n1cccn1 (configuration not stated)	x	-11	2
93	COc1cccc(-c2ccccc2NC(=O)C2CCN(Cc3cnc(C)nc3)CC2)c1	x	-3	8
94	COCCCN(CC(=O)N(CCOC)Cc1cccn1C)C(=O)Nc1cccc(Cl)c1Cl	1	-1	-7
95	OC(Cc1ccccc1)CN(Cc1ccccc1)Cc1cccs1 (configuration not stated)	-7	-6	-2
96	NC(=O)c1c(NC(=O)Cn2nc(C(F)(F)F)c3c2CCC3)sc2c1CCCC2	x	-9	2
97	CC(C)CN(CC(C)C)C(=O)CSc1n[nH]c(N)n1	-8	-6	-3
98	O=C(N1CCN(c2nccc(-c3cccc(C(F)(F)F)c3)n2)CC1)C(Cl)(Cl)Cl	-4	-2	1
99	COc1ccc(Cl)cc1N(CC(=O)NCc1ccccn1)S(=O)(=O)c1ccc(C)c([N+](=O)[O-])c1	-6	-5	12
100	O=C(c1ccco1)N(Cc1ccc(F)cc1)CC1CC(c2ccc3c(c2)OCO3)=NO1 (configuration not stated)	0	1	5

entry	Molecule	mcGAS lum	hcGAS inh	NPYLR7 agonist
101	CCCNC(=O)C1(C)CCN(Cc2cc(C)n(C)n2)C1 (configuration not stated)	x	-18	2
102	Cc1ccc(C(=O)NCCn2nc(-c3ccco3)ccc2=O)cc1C	-6	-6	4
103	COC(=O)c1ccc(COC(CN2CCN(S(=O)(=O)Cc3ccccc3)CC2)c2ccc(Cl)cc2)cc1 (configuration not stated)	-5	-1	-4
104	Cc1noc(-c2ccc3c(c2)OCO3)c1C(=O)NC(C)CCc1ccccc1 (configuration not stated)	-6	-5	17
105	COc1cc(C(=O)N2CCC3(CN(C)C(=O)O3)C2)ccn1 (configuration not stated)	x	3	0
106	CC(C)CC(=O)N1CCN(c2cc(Cl)nc(SCC(=O)NC3CC3)n2)CC1C (configuration not stated)	-4	-5	8
107	O=C(NCc1cccs1)N1CCOC(c2ccc(Cl)c(Cl)c2)C1 (configuration not stated)	-9	-6	x
108	COc1ccc(S(=O)(=O)N2CCN(c3nccc(-c4cccc(C(F)(F)F)c4)n3)CC2)cc1	-7	-10	3
109	Cc1cc(N)n(CC(=O)N2CCCC3(CCN(C)C3)C2)n1 (configuration not stated)	x	-4	-4
110	CSc1ccc(CSc2nnc(-c3ccccc3F)n2C2CC2)cc1	x	-4	7

Exported as labelled records: entries from further up
105. COc1cc(C(=O)N2CCC3(CN(C)C(=O)O3)C2)ccn1 (configuration not stated)
  mcGAS lum: x | hcGAS inh: 3 | NPYLR7 agonist: 0
108. COc1ccc(S(=O)(=O)N2CCN(c3nccc(-c4cccc(C(F)(F)F)c4)n3)CC2)cc1
  mcGAS lum: -7 | hcGAS inh: -10 | NPYLR7 agonist: 3
